RAD52 inh = blocks human RAD52 DNA annealing; recombinant RAD52 DNA annealing, FRET fluorescence; actives 0.46% (n = 360,000); inhibition, % at 18.7 µM; P43351;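 active = every replicate showing at least 50% inhibition; inconclusive = mean inhibition at least 50% but not in every replicate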
Target sequence (P43351 whole entry, looked up): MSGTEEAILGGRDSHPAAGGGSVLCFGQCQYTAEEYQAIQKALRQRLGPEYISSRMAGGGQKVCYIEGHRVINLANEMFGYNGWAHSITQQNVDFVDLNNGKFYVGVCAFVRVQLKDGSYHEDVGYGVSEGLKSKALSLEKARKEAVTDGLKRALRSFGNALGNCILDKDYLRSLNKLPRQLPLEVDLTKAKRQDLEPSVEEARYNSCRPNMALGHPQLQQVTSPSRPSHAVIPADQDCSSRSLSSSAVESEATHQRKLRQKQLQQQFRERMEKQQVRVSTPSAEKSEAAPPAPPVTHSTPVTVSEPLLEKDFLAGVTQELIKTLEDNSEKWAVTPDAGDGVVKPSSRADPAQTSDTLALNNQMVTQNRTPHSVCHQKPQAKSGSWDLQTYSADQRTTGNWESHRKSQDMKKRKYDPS
RAD54 inh = blocks human RAD54 Holliday junction branch migration; inhibition, % at 10.4 µM; actives 0.14% (n = 360,000); Q92698; FAM/BHQ fluorescence;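 active = mean normalized replicate activity at least 40 and at least half of replicates scoring 40 or more; inconclusive = only one of the two criteria met; inactive = mean below 40 and under half of replicates reaching 40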;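 also: 0% = median of neutral control wells and 100% = median of positive control wells; inhibitors cause a drop in the FAM fluorescence signal; in these data hits start at about 50%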
XiGFP reactiv = activators of X-chromosome reactivation in mouse fibroblasts. XiGFP mouse fibroblasts, % GFP-positive cells imaging, 3 d; cells co-treated with 5-aza-dC sensitizer; scaled so ellipticine positive control = 100%. activation, % at 7.58 µM. actives 0.055% (n = 360,000). AID 743238;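 active = mean normalized replicate activation at least 10% and every replicate at or above 10%; inconclusive = only one of the two criteria met; inactive = mean below 10% and not all replicates reach 10%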;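 also: 0% = median of on-plate neutral control wells and 100% = ellipticine 6 µM median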
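assay system = SV40-immortalized XiGFP fibroblast cells, line 68-5-11 | buffer or medium = DMEM plus 5-aza-dC sensitizer | doses = single-point pinned compound dosing | times = 3-day compound exposure, then 15 min fixation at room temperature | benchmarks = positive control ellipticine, 6 µM final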
E-sel inducer = E-selectin induction on HUVECs. P16581. activation, % at 7.58 µM. HUVEC E-selectin immunofluorescence imaging; normalized: neutral wells 0, TNF-alpha wells 100. actives 0.37% (n = 260,000). AID 686992;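 active = mean E-selectin-positive cell signal at least 10% of the positive control, reached in at least 60% of replicates, without over 20% cell loss; inconclusive = no rule given, readout overlaps actives, possibly toxicity-flagged; inactive = the rest, including those meeting only one limit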;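 also: in these data hits start at about 27%; measured in HUVEC primary endothelial cells; signal is the percent of cells scored E-selectin positive by PE staining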
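Assay system: HUVEC primary endothelial cells. Input: 3,000 HUVEC seeded per well. Doses: one compound dose added by pin transfer. Read-out basis: % PE-positive cells. Benchmarks: TNF-alpha high, DMSO low. Detection: immunofluorescence imaging. Buffer or medium: EGM-2, gelatin.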
S100A4 inh HTS = S100A4-myosin IIA interaction inhibition; S100A4/TAMRA-MyoIIA peptide fluorescence polarization; inhibition, % at 10.7 µM; actives 0.14% (n = 360,000); AID 652163;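 active = mean inhibition of at least 70% across replicates, with every replicate also reaching that level; inconclusive = mean inhibition reaches 70% but some replicates fall short; inactive = mean inhibition below 70%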
Target sequence (P26447 whole entry, looked up): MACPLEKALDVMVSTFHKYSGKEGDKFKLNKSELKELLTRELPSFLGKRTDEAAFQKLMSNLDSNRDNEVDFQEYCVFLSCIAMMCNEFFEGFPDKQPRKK
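Test system: S100A4 monomer protein; Medium: HEPES pH 7.2 with CaCl2, KCl, NaCl, DTT, Triton; Probe or stimulus: TAMRA-labelled myosin IIA heavy-chain peptide probe, 5 nM; Doses: one dose per compound; Times: polarization read 5 min after assay mix addition, stable 5–60 min; Benchmarks: neutral control DMSO, positive control TFP.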
esBAF inh = SWI/SNF esBAF complex inhibition. mouse ES cells, Bmi1-luciferase knock-in reporter, 24 h; 100% = twice the neutral-well signal. reporter increase, % at 12.5 µM. actives 2% (n = 350,000); in the data active = activation above about 40%; inconclusive = no clear call, values can overlap the other calls;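 also: 0% = median of the plate's neutral control wells and 100% = double that signal; a rise in the Bmi1 reporter signal indicates esBAF inhibition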
ERp5 inh = inhibitors of human ERp5. ERp5 insulin aggregation, absorbance 650 nm, 90 min. inhibition, % at 9.99 µM. Q15084. AID 651711. actives 0.05% (n = 350,000);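 active = mean replicate inhibition above about 25%, with every replicate also reaching it, limit read from the data, passing the limit was not always enough; inconclusive = only one of those two criteria met; inactive = neither criterion met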
Target sequence (Q15084 whole entry, looked up): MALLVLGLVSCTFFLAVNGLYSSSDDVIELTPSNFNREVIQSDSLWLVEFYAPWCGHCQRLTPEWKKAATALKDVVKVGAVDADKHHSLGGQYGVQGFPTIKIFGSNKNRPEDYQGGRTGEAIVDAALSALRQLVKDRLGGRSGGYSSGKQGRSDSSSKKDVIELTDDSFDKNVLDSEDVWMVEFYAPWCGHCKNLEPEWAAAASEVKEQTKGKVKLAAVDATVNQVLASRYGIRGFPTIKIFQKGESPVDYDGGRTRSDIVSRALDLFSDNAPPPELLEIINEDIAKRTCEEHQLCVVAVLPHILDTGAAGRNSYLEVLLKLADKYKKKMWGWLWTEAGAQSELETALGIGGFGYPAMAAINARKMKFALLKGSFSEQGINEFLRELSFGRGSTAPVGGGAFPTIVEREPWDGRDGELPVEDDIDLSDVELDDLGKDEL
ERAP1 HTS inh = ERAP1 (human) enzyme inhibition; AID 652197; recombinant ERAP1, Leu-AMC fluorescence, 60 min; actives 0.15% (n = 340,000); inhibition, % at 10.7 µM;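 active = mean replicate inhibition of at least 30%, or all replicates individually reaching that 30% level; inactive = mean below 30% and not every replicate reaching it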;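 also: 0% = neutral control wells and 100% = L-leucinethiol positive control wells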
Active calls of the source: *; ? = inconclusive; nt = not tested or not shown.

SMILES	RAD52 inh	RAD54 inh	XiGFP reactiv	E-sel inducer	S100A4 inh HTS	esBAF inh	ERp5 inh	ERAP1 HTS inh
COCCCNC(=O)c1cc2c(=O)n(C)c3ccccc3c2n1C	-21	14	0.3	nt	-1	-17	-1	-1
COc1ccc(N2CCc3c(C)nc4c(OC)cc(OC)cc4c32)cc1	87*	nt	-0.1	0.2	4	nt	11	1
COc1ccc(OCC(=O)Nc2ccc(S(=O)(=O)N3CCCC3)cc2)cc1	-28	-1	-0.1	-0.1	2	-2	-2	-5
CC(C)Cn1cc(F)c(=O)n(CC(C)C)c1=O	-16	nt	0.2	nt	-7	nt	-6	-7
CC(=O)c1cccc(Nc2nc(-c3sc(C)nc3C)cs2)c1	-14	6	0.2	nt	0	23	4	-2
NS(=O)(=O)c1ccc(CCNC(=O)C(c2ccccc2)c2ccccc2)cc1	3	-7	0.2	nt	-1	-2	1	0
O=C(CNC(=O)c1ccccc1)OCc1nnc(-c2ccccc2)o1	-2	-17	0.0	-0.1	-6	?	2	-3
CC1CCCC(NC(=O)COC(=O)/C=C/c2ccc([N+](=O)[O-])cc2)C1C (configuration not stated)	15	5	0.0	nt	22	5	-4	1
C=CCNc1ncnc2c1ncn2[C@H]1CN(Cc2ccccc2)C[C@@H](CO)O1	-5	-8	0.0	0.0	-18	10	-1	-3
O=C(CN1CCN(CC(=O)Nc2ccc(-c3ccccc3)cc2)CC1)Nc1ccc(F)cc1	-13	-5	0.0	nt	6	-2	6	0
Cc1ccc(-n2nc3c(c2NC(=O)c2c(-c4ccccc4Cl)noc2C)CS(=O)(=O)C3)c(C)c1	-11	1	nt	nt	0	1	-3	1
Cc1cc(C)n(CC(C)NC(=O)CCc2nnc(CCc3ccccc3)o2)n1 (configuration not stated)	-24	19	0.1	nt	-6	-2	-1	-1
CCN(CC(=O)NCc1cccs1)C(=O)c1cc(Br)ccc1O	-6	-6	0.0	nt	-5	-5	-6	-2
CN1C(=O)c2cc(NC(=O)Nc3ccc(F)cc3)ccc2OC[C@H]2O[C@H](CC(=O)NC3CCC3)CC[C@@H]21	-27	1	0.1	0.2	-19	6	5	-3
Cc1ccc(C(=O)N2CCN(c3ccccn3)CC2)cc1[N+](=O)[O-]	6	nt	0.0	nt	0	nt	18	2
CN(C(=O)CSc1ncn[nH]1)C1(C#N)CCCCC1	-15	-2	0.2	nt	-7	1	0	0
COc1ccc(CCNC(=O)Cn2cccc2C(=O)c2ccccc2)c(OC)c1	7	nt	-0.1	0.4	23	nt	0	4
Cc1ccc(C)c(OCCCNC2CCCC2)c1C	-10	4	-0.1	-0.3	4	-5	6	-2
CO[C@@H]1CN(C)C(=O)c2cc(NC(C)=O)ccc2OC[C@@H](C)N(C(=O)c2cnccn2)C[C@H]1C	-23	-1	0.0	-0.1	7	-6	-5	nt
COc1ccc(C#Cc2ccc([C@H]3[C@H]4CN(C(=O)Nc5ccccc5)CCCCN4[C@H]3CO)cc2)cc1	-14	7	0.0	-0.6	119*	nt	10	4
COc1ccc(S(=O)(=O)NC2CCCC2)cc1Cl	-2	16	0.1	0.0	-8	-4	0	-1
Cc1ccc(CN2CCNC(=O)C2CC(=O)N(C)C(C2CC2)C2CC2)o1 (configuration not stated)	-2	nt	0.1	-0.3	2	nt	-3	2
COc1cc(C(=O)NC2(C(F)(F)F)NC(=O)N(CCCc3ccccc3)C2=O)cc(OC)c1OC (configuration not stated)	-14	2	0.0	1.8	-2	nt	4	-5
CN1CCN(C(=O)C[C@@H]2CC[C@@H]3[C@H](COC[C@H](O)CN3Cc3cccc(Cl)c3)O2)CC1	6	-8	0.7	0.3	0	-7	-6	-2
CCCC#Cc1cnc2c(c1)C(=O)N([C@@H](C)CO)C[C@H](C)[C@@H](CN(C)C(=O)Nc1ccccc1OC)O2	3	4	-0.3	0.0	-9	1	13	7
CC(C)Cc1ccc(-c2cc3nc(NCCOc4ccccc4)ccn3n2)cc1	-65	-10	0.0	1.3	0	58*	6	-1
COc1ccc(S(=O)(=O)N(C)C[C@@H]2Oc3c(NC(=O)Nc4ccc(F)cc4)cccc3C(=O)N([C@H](C)CO)C[C@@H]2C)cc1	9	nt	0.0	0.0	-12	-4	-3	1
COc1ccc(Br)cc1C1=CC(=O)C[C@H](c2ccc(F)cc2)C1	4	3	-0.1	0.0	0	4	-2	1
CC(C)CC#Cc1ccc([C@@H]2[C@@H](CO)N3C(=O)CN(S(=O)(=O)c4cccc(F)c4)C[C@H]23)cc1	-29	nt	0.0	0.1	-25	nt	14	-7
CCOC(=O)C1CCN(C(=S)Nc2ccc(S(N)(=O)=O)cc2)CC1	-5	nt	0.1	nt	-6	nt	3	3
CCCC(=O)Nc1ccc2c(c1)OC[C@@H](C)N(C(=O)c1cccnc1)C[C@@H](C)[C@H](OC)CN(C)C2=O	-32	-4	0.1	0.0	-11	5	-2	2
Cc1noc(C)c1NC(=O)NCC[C@H]1CC[C@H](NC(=O)Cc2cccnc2)[C@@H](CO)O1	6	-4	0.6	-0.6	-4	3	0	0
COc1cc(C(=O)COC(=O)c2cc([N+](=O)[O-])ccc2N2CCOCC2)ccc1OC(F)F	-25	1	0.0	nt	-1	-2	3	2
CCOC(=O)c1c(NC(=O)Cn2nc(C(=O)O)c3ccccc3c2=O)sc2c1CCC(C)C2 (configuration not stated)	-6	nt	-0.3	-0.1	6	nt	-1	1
CCS(=O)(=O)c1ccc2oc(SCC(=O)N3CCCCC3)nc2c1	-8	nt	0.0	nt	-3	nt	-5	-1
CCCNC(=O)C[C@@H]1C[C@H]2c3cc(NS(=O)(=O)c4ccccc4)ccc3O[C@H]2[C@H](CO)O1	nt	-7	0.0	3.6	nt	-2	nt	nt
CC(=O)N1CCN(CC(C)(C)NS(=O)(=O)c2ccccc2)CC1	-7	1	0.0	-0.1	-1	2	0	-3
CCC(=O)Nc1ccc2c(c1)OC[C@H](C)N(Cc1ccccc1F)C[C@@H](C)[C@H](OC)CN(C)C2=O	4	4	0.0	-0.3	-6	0	2	-1
Cc1ccc(NC(=O)CCC(=O)n2nc(C)cc2C)c(C)c1	-24	-7	nt	nt	-8	-7	4	-1
Cc1cc(C)c(OCC(=O)Nc2ccccc2N2CCCCC2)c(C)c1	3	nt	0.0	nt	-3	nt	1	-4
O=C1CN(C(=O)NCC(=O)N[C@H](Cc2ccccc2)C(=O)O)c2ccccc2N1	1	0	nt	nt	-10	4	3	-1
O=C(C1CCCN(S(=O)(=O)c2cc(Cl)ccc2Cl)C1)N1CCOCC1 (configuration not stated)	-3	-10	0.0	-0.7	-3	1	1	-3
COc1cc2c(cc1OC)C(c1cccs1)N(C(=S)NC(C)C)CC2 (configuration not stated)	-22	nt	0.1	nt	-1	nt	8	-2
Cc1ccc(C(=O)N/N=C/c2cccnc2)cc1Cl	-56	5	0.6	-0.1	-1	17	-1	-1
Cc1ccc(CNC(=O)CCNS(=O)(=O)c2ccc(Br)s2)cc1	-22	nt	0.0	nt	4	nt	2	-1

Grouped by structure, the compounds so far containing an aryl thioether with sulfur outside any ring.
SMILES	RAD52 inh	RAD54 inh	XiGFP reactiv	E-sel inducer	S100A4 inh HTS	esBAF inh	ERp5 inh	ERAP1 HTS inh
CN(C(=O)CSc1ncn[nH]1)C1(C#N)CCCCC1	-15	-2	0.2	nt	-7	1	0	0
CCS(=O)(=O)c1ccc2oc(SCC(=O)N3CCCCC3)nc2c1	-8	nt	0.0	nt	-3	nt	-5	-1

Back to the main list with the 2 entries that preceded the break.
SMILES	RAD52 inh	RAD54 inh	XiGFP reactiv	E-sel inducer	S100A4 inh HTS	esBAF inh	ERp5 inh	ERAP1 HTS inh
Cc1ccc(C(=O)N/N=C/c2cccnc2)cc1Cl	-56	5	0.6	-0.1	-1	17	-1	-1
Cc1ccc(CNC(=O)CCNS(=O)(=O)c2ccc(Br)s2)cc1	-22	nt	0.0	nt	4	nt	2	-1
CCOC(=O)N(C)C[C@H]1OCc2cn(nn2)CCCC(=O)N([C@@H](C)CO)C[C@H]1C	12	6	0.1	0.0	-17	-4	2	2
Cc1ccc(F)c(Cn2cnc3c(cnn3C(C)(C)C)c2=O)c1Cl	-2	-3	0.3	0.0	3	-1	-5	5
Cc1ncc(CO)c2cc(S(=O)(=O)c3ccc(F)cc3)c(=O)oc12	-45	10	0.2	-0.2	11	-4	0	1
COc1ccccc1/C=C/C=N/n1c(C2CCCCC2)n[nH]c1=S	1	2	0.3	-2.5	-1	nt	-6	-2
C[C@@H]1CN([C@@H](C)CO)C(=O)c2c(c3ccccc3n2C)-c2ccccc2CO[C@@H]1CN(C)C(=O)[C@H]1CCCN1C	10	9	0.1	7.7	2	-2	0	2
O=C(CSc1nc2ccccc2c(=O)n1CCCN1CCOCC1)c1c[nH]c2ccccc12	-18	nt	0.0	nt	-6	nt	0	-3
COc1cc(C(C)=O)ccc1Oc1ncccn1	-6	2	-0.1	-0.2	-4	6	3	-4
CC(C)Cc1cc(C(=O)Nc2ccc3c(c2)OCO3)no1	-8	0	0.3	5.0	-1	33	0	-6
COc1ccc(-c2cccc(C3CC=CC4C3C(=O)N(Cc3ccccc3)C4c3ccc(OC)c(Cl)c3)c2)cc1 (configuration not stated)	nt	-4	0.0	0.2	nt	-7	nt	nt
CNc1cnc(-c2ccc(O)c(OC)c2)cn1	-1	12	0.3	nt	2	13	1	3
Cc1ccccc1NS(=O)(=O)c1ccc(C(=O)N2CCCCCCC2)cc1	4	7	-0.1	nt	-1	nt	-3	1
O=C(c1ccncc1)N1C[C@@H]2[C@H](c3ccccc31)[C@H](CO)N2C(=O)c1ccncc1	-15	2	0.0	0.8	24	-2	-5	-1
COc1ccccc1CNC(=O)C[C@H]1CC[C@@H](NC(=O)CN(C)C)[C@@H](CO)O1	-13	1	0.5	-0.6	-1	4	2	2
CCCN1C[C@@H](C)[C@@H](OC)CN(C)C(=O)c2ccc(NC(=O)Nc3ccccc3F)cc2OC[C@H]1C	-4	8	-0.5	0.4	6	0	1	2
CN(C)S(=O)(=O)c1ccc(C(=O)OCCn2cnc3c2c(=O)n(C)c(=O)n3C)cc1	-15	-8	0.0	-0.1	9	-5	1	-4

4 records picked at random from those above:
SMILES	RAD52 inh	RAD54 inh	XiGFP reactiv	E-sel inducer	S100A4 inh HTS	esBAF inh	ERp5 inh	ERAP1 HTS inh
CC(C)Cc1ccc(-c2cc3nc(NCCOc4ccccc4)ccn3n2)cc1	-65	-10	0.0	1.3	0	58*	6	-1
COCCCNC(=O)c1cc2c(=O)n(C)c3ccccc3c2n1C	-21	14	0.3	nt	-1	-17	-1	-1
COc1ccc(-c2cccc(C3CC=CC4C3C(=O)N(Cc3ccccc3)C4c3ccc(OC)c(Cl)c3)c2)cc1 (configuration not stated)	nt	-4	0.0	0.2	nt	-7	nt	nt
CCCN1C[C@@H](C)[C@@H](OC)CN(C)C(=O)c2ccc(NC(=O)Nc3ccccc3F)cc2OC[C@H]1C	-4	8	-0.5	0.4	6	0	1	2

Screening data (PubChem)

Compounds were not picked by outcome; about 2.5% have a hit in one of these screens.
